Bioassay records deposited in PubChem by National Center for Advancing Translational Sciences (NCATS).
PLK1 PBD inh – PLK1 (human) polo-box domain binding inhibition | AID 720504 | P53350 | Plk1 PBD binding of FITC phosphopeptide, fluorescence polarization | 360,000 tested, 2.8% active | Potency, µM, without a hit: max response, negative = inhibition, actives largely listed as inhibitors; also: potency is read from the fitted curve at half-maximal effect; series mostly up to about 57 µM; % is scaled to controls: 0 for no effect and ±100 for the full control effect; nearly all actives have a fitted effect of over 65% in size
EPAC1 antagonist – blocks human EPAC1 exchange factor; AID 720709; Potency, µM (doses to about 115 µM), for the others: top-dose activity change, negative = inhibition, actives largely listed as inhibitors; EPAC1 GEF assay, Rap1b-BODIPY-GDP exchange fluorescence; 360,000 tested, 0.14% active; O95398;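 also: potency is read from the fitted curve at half-maximal effect; plate controls were vehicle for no effect and positive control for full effect; nearly all actives have a fitted effect of over 50% in size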
Abeta rescue – restores growth of yeast expressing A-beta42 peptide; yeast expressing A-beta42, growth rescue, OD600, 48 h; response scale: 0% DMSO, 100% iron-clioquinol control; AID 1347071; Potency, µM (titrated, usually from 46.1 µM), inactives show at the top dose growth rescue, usual class: activators; 410,000 tested, 0.063% active; also: potency is read from the fitted curve at half-maximal effect; nearly all actives have a fitted effect of over 55% in size
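Yeast A-beta toxicity model in growth medium with pinned compounds, 48 h at 30 C; growth read as absorbance at 600 nm. Normalized to FeCl3/clioquinol equimolar mix (positive) and DMSO (negative).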
EPAC1 ag – agonists of human EPAC1; Potency, µM (doses to about 154 µM), without a hit: at the top dose activation, actives largely listed as activators; O95398; EPAC1 agonist qHTS, biochemical assay; response scale: 100% = response to 6.5 mM cAMP; 360,000 tested, 0.073% active; also: potency is read from the fitted curve at half-maximal effect; nearly all actives have a fitted effect of over 60% in size
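Normalized to 6.5 mM cAMP, activity reflects EPAC1-catalysed release of BODIPY-GDP from Rap1B, followed kinetically over 30 min at 480 nm excitation, 540 nm emission. Reaction contained 100 nM EPAC1, 250 nM Rap1B-BODIPY-GDP, 50 uM GDP.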
WRN inhibitor – blocks human WRN helicase; Q14191; WRN helicase unwinding, fluorescent forked duplex, kinetic; Potency, µM (titrated, usually from 114 µM), inactives show at the highest dose activity change, negative = inhibition, usual class: inhibitors; 360,000 tested, 0.46% active; AID 651768; also: potency is read from the fitted curve at half-maximal effect; % is scaled to controls: 0 for no effect and ±100 for the full control effect; nearly all actives have a fitted effect of over 55% in size
Target sequence (Q14191 whole entry, looked up): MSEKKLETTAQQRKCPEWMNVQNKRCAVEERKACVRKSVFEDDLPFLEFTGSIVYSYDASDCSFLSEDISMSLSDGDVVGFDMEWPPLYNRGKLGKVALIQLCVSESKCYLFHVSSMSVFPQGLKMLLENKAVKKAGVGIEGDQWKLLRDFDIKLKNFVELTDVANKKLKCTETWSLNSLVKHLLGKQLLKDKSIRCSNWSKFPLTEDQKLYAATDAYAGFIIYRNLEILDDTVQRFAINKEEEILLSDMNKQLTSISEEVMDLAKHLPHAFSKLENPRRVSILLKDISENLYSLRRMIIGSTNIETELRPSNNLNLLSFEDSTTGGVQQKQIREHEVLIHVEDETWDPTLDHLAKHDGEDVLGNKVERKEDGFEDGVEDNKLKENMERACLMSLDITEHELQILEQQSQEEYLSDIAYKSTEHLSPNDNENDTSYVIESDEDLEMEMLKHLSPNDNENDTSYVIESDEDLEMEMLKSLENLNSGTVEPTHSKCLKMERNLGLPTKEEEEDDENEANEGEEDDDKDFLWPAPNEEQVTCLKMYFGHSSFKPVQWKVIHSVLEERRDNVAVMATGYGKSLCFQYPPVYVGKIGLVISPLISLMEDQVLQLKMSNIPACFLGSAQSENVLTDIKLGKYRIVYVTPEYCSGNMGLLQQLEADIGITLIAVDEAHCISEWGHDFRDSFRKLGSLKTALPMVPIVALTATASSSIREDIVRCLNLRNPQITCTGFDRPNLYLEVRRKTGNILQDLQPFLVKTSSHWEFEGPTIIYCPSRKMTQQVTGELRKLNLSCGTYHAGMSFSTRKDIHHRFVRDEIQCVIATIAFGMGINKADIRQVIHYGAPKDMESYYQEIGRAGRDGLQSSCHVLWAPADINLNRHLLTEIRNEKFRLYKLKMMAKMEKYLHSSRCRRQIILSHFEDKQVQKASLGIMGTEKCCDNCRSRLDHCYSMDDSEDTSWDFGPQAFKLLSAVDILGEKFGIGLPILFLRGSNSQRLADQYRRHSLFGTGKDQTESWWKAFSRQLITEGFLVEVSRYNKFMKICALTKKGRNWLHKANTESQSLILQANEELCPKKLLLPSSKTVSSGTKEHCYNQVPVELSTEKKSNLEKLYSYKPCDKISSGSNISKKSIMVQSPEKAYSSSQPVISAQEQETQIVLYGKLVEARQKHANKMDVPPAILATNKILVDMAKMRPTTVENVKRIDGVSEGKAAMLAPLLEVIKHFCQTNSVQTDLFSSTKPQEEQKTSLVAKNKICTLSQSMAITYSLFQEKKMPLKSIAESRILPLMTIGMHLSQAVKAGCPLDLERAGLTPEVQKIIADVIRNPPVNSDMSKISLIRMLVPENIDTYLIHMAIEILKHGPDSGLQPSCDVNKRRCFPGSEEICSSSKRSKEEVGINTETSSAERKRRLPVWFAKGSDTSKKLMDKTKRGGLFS
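Enzyme (20 nM final) and test compound sit together 15 min at room temperature before substrate addition. Substrate is a single-forked duplex oligonucleotide (100 nM) labelled with fluorophore and quencher, with 2 mM ATP; helicase unwinding raises red fluorescence, read kinetically.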
aSyn yeast inh – alpha-synuclein toxicity inhibition in yeast; Yeast expressing alpha-synuclein, growth rescue, BacTiter-Glo, 24 h; Potency, µM (highest dose often 46.1 µM), for inactives: top-dose growth rescue (activation), actives largely listed as activators; 370,000 tested, 0.14% active; also: potency is read from the fitted curve at half-maximal effect; % of control where 0% means no effect; nearly all actives have a fitted effect of over 65% in size
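Rescue of yeast growth: cells expressing toxic alpha-synuclein, induced in galactose at OD600 0.02, incubated with compound 24 h at 30 C. ATP luminescence quantified growth; inhibitors of toxicity appear as activators.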
PI5P4K alpha inh – inhibitors of human PI5P4K alpha; AID 652105; P48426; PI5P4Kalpha enzyme, ADP-Glo luminescence, 60 min; active compounds read low; max response, %; 330,000 tested, 1.2% active; active = max response of -50% or lower; inconclusive = between -30% and -50%; inactive = -30% or higher; also: value at the top dose of about 77 µM; % is scaled to controls: 0 for no effect and ±100 for the full control effect
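Controls without substrate or without enzyme flank wells where PI5P4Kalpha converts substrate using 5 microM ATP (final). Incubation lasts 60 minutes at room temperature; ADP formed is read by ADP-Glo luminescence.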
IL2 activator – activators of IL-2; IL-2 activation reporter assay, cell-based qHTS; stimulated with anti-CD3/CD4/CD28 beads; in transgenic mouse T cells; 360,000 tested, 0.065% active; activation, % (series mostly up to about 46 µM); in the data active = activation above about 50%; inconclusive = mostly about 30% to 49%; also: 0% is about no effect
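First, unstimulated transgenic mouse T cells were exposed to compound for 60 min. Next, anti-CD3/anti-CD4-coated beads with anti-CD28 were added. Finally, after 18 h at 37 degrees C, EGFP and DsRed were imaged.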
FUS suppressor – FUS proteinopathy suppression in yeast. AID 1347120. 390,000 tested, 0.24% active. Potency, µM (top dose mostly 76.6 µM), for the others: at the highest dose growth rescue (activation), usual class: activators. S. cerevisiae FUS-expressing, growth rescue, OD600, 24 h;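 also: potency is read from the fitted curve at half-maximal effect; plate controls were DMSO vehicle for no effect and reference control for full effect; nearly all actives have a fitted effect of over 55% in size; some results filed as inactive show a strong effect at the top dose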
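Galactose (2%) drives FUS expression in yeast precultured in raffinose; seeding density OD 0.005. Test compounds incubated 24hr at 30C and 99% humidity before absorbance at 600 nm was measured.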
Active calls of the source: *; ? = inconclusive; nt = no result given; [ ] = remark or other dose. Unless noted, calls follow the shape of the dose curve; as a rule, active = well fitted curve in the direction sought with a large enough effect; inconclusive = small, poorly fitted or top-dose-only effect, or another doubt; inactive = no such curve, though single readings can be large; an effect the other way counts as inactive or inconclusive.

Start of the listing, in advance:
SMILES | PLK1 PBD inh | EPAC1 antagonist | Abeta rescue | EPAC1 ag | WRN inhibitor | aSyn yeast inh | PI5P4K alpha inh | IL2 activator | FUS suppressor
Nc1c(C(=O)N2CCOCC2)sc(=S)n1-c1ccccc1 | 11µM* | -6% | -1% | 4% | -1% | -17% | nt | 1.0 | 14%
CC(Sc1nc(-c2ccccc2)cc(C(F)(F)F)n1)C(=O)O (stereo not given) | 27µM* | 3% | -6% | 4% | -2%[57.1 µM] | 10% | 14 | 0.1 | -17%

The list itself, previewed entries included:
SMILES | PLK1 PBD inh | EPAC1 antagonist | Abeta rescue | EPAC1 ag | WRN inhibitor | aSyn yeast inh | PI5P4K alpha inh | IL2 activator | FUS suppressor
Nc1c(C(=O)N2CCOCC2)sc(=S)n1-c1ccccc1 | 11µM* | -6% | -1% | 4% | -1% | -17% | nt | 1.0 | 14%
CC(Sc1nc(-c2ccccc2)cc(C(F)(F)F)n1)C(=O)O (stereo not given) | 27µM* | 3% | -6% | 4% | -2%[57.1 µM] | 10% | 14 | 0.1 | -17%
O=C(O)C1CCC(CNCc2ccncc2)CC1 (stereo not given) | 1% | 4% | 1% | 12% | 3% | -2% | -4 | -0.4 | -1%
O=C(NC(C1CC1)C1CC1)C1CCC(=O)N(CCCN2CCCC2=O)C1 (stereo not given) | -5% | -8% | nt | -2% | -3% | -7% | 1 | 0.0 | -21%
COc1ccc(-c2nnc(SCC(=O)NC3CCCCC3)o2)cc1OC | -7% | -15% | 6% | -8% | 1% | 1% | 3 | -3.8 | -7%
CN(C)c1cccc(C(=O)OCC(=O)Nc2ccccc2-c2ccccc2)c1 | -4% | -7% | 3% | 8% | 2% | -3% | 1 | -5.5 | 16%
COc1ccccc1-c1c(C#N)c(N)nc2c1CCc1ccccc1-2 | -1% | -8% | -31%[inhibitor] | 10% | -12% | 17% | 13 | -1.5 | ?
COc1ccc(/C=N\NC(=O)c2cc(O)c(O)c(O)c2)cc1COc1ccc(C(=O)OCC(C)C)cc1 | 0% | ? | -9% | -17% | -6%[11.6 µM] | 3% | -72* | 0.5 | 39%
COc1ccc(S(=O)(=O)N2CCOCC2)cc1NC(=O)Cc1sc(C)nc1-c1ccc(F)cc1 | -3% | -2% | 8% | 13% | 0% | 8% | 3 | 0.1 | nt
CCc1ccc(OCC(=O)N(Cc2cccs2)C2CCS(=O)(=O)C2)cc1 (stereo not given) | 0% | 10% | 15% | -16% | 2% | 10% | 1 | -0.6 | 16%
O=C(O)COc1ccc(/C=C/c2nc3ccc([N+](=O)[O-])cc3s2)cc1 | 24µM* | 2% | 4% | 10% | -2% | -2% | ? | -1.4 | 9%
NS(=O)(=O)c1ccc(NC(=O)COc2ncnc3c2cnn3-c2ccccc2)cc1 | 1% | 2% | -9% | -14% | -4% | 0% | -10 | 0.5 | 34%
COc1ccc(C=C(NC(=O)c2ccccc2)C(=O)O)cc1OC | -2% | 1% | 13% | 3% | 3% | 1% | 0 | 1.1 | nt
O=C1CCCC2=C1C(c1ccc3c(c1)OCO3)c1c([nH]n(-c3ccccc3)c1=O)N2 (stereo not given) | -13% | 7% | -20% | 6% | -2% | -1% | nt | -2.0 | ?
CC(C)(C)OC(=O)N1CCC(NC(=O)c2ncn(Cc3ccccc3)c2C(=O)NC2CCN(C(=O)OC(C)(C)C)CC2)CC1 | -3% | -8% | 5% | -26% | -4% | -13% | -8 | -0.8 | ?
COc1ccc(CCC(=O)NNC(=O)Nc2ccc(C(C)C)cc2)cc1 | -13% | -22% | 5% | -6% | 12% | 0% | -6 | -4.5 | -15%
COc1ccc(NC(=O)C2Cc3ccccc3CN2C(=O)c2ccco2)cc1 (stereo not given) | -12% | 22% | 1% | 6% | -2% | 1% | 5 | 2.3 | 10%
CC1CCN(S(=O)(=O)c2ccccc2[N+](=O)[O-])CC1 | -7% | -12% | 1% | -5% | 11% | 14% | 1 | 0.3 | nt
O=C(COC(=O)CC(NC(=O)c1ccccc1Cl)c1ccccc1)Nc1cccc(F)c1 (stereo not given) | -5% | -5% | 12% | 14% | -14% | 0% | 1 | 0.6 | 41%
COc1cccc(N2CCN(C(=S)Nc3ccccc3)CC2)c1 | 0% | -6% | 22% | -8% | -11% | 1% | 9 | 1.2 | 7%
O=C1/C(=C\c2ccc3ccccc3c2)CCCc2ccccc21 | 0% | 2% | 3% | -3% | 4% | 0% | 1 | 0.0 | -24%
Cc1ccc(C)c(N2CCN(c3ncnc4c3cnn4-c3ccccc3)CC2)c1 | 27µM* | ? | 0% | -7% | 2% | 1% | 6 | 3.5 | -16%
C=CCOC(=O)C1CC=CCC1C(=O)Oc1ccc(F)cc1F (stereo not given) | -7% | -7% | 10% | 13% | 1% | 6% | nt | -3.5 | 15%
Cc1ccccc1C(=O)NC(=S)N(CCO)Cc1ccccc1 | -5% | -27% | 2% | -3% | 2% | 0% | 5 | -5.4 | 14%
Cc1cc(C)nc(Nc2n[nH]c(-c3ccccc3Cl)n2)n1 | 2% | -19% | 3% | 0% | 6% | 2% | -2 | 0.7 | -26%
Cc1ccc(C2C(=O)N(C3CCCC3)CC(=O)N2C2CCCCC2)cc1 (stereo not given) | -1% | -3% | ? | 9% | -16% | 9% | -1 | -0.6 | nt
CC(C)(C)c1ccc(C(=O)NC(=O)COC(=O)c2ccc(Br)o2)cc1 | -12% | 16% | 1% | 4% | -20% | -1% | -6 | -2.9 | nt
Nc1nnnn1CC(=O)N/N=C/c1cc([N+](=O)[O-])ccc1O | -8% | -7% | -58%[inhibitor] | 5% | -6% | -2% | -7 | 0.1 | 29%
O=C1CN(C(=O)c2ccccc2Cl)c2ccccc2N1 | -5% | 9% | 12% | 0% | -31% | 0% | 0 | 0.2 | -6%
O=S(=O)(Nc1ccc(-n2cccc2)cc1)c1ccccc1 | -2% | -19% | 9% | 3% | -13% | 15% | -5 | -4.3 | 3%
Cc1ccc(S(=O)(=O)NC[C@H]2O[C@@H](n3cnc4c(N)ncnc43)[C@H](O)[C@@H]2O)cc1 | -5% | -9% | -4% | 10% | -7% | -2% | 1 | -0.1 | -6%
O=C(COC(=O)/C=C/C(=O)N1CCN(c2ccccc2)CC1)NC(c1ccccc1)c1ccccc1 | 9% | -5% | 15% | 0% | -8% | 6% | -5 | -0.7 | ?
COc1ccc(NC(=O)c2nnn(Cc3ccc(SC)cc3)c2N)c(OC)c1 | -8% | -19% | 0% | -7% | 1% | -1% | 4 | -1.0 | -5%
COc1ccc(-c2c(-c3ccccc3OC)sc3ccccc23)cc1 | 2% | 6% | 1% | -17% | 12% | 19% | 28 | 0.0 | -13%
COc1ccc(Cl)cc1NC(=O)C/C(C)=N/NC(=O)c1ccccc1Cl | 3% | 7% | 4% | 10% | 10% | 5% | -1 | -0.5 | 17%
Cc1ccc(C)c2c1N(Cc1ccccc1)C(=O)C21OCCO1 | 2% | 2% | 6% | -1% | 4% | 1% | 8 | 0.0 | -20%
Cc1cc(=O)[nH]c(SCC(N)=O)c1C#N | -3% | 17% | 1% | -10% | -1%[57.1 µM] | -1% | -3 | -1.1 | 1%
C/C(=N/NC(=O)c1cc(-c2ccc(Cl)s2)[nH]n1)c1ccco1 | -5% | -12% | -9% | -4% | -16% | 0% | 8 | -2.8 | 26%
O=C(CN1C(=O)c2cccc([N+](=O)[O-])c2C1=O)NCc1ccccc1 | -4% | -5% | 0% | -4% | -8% | 0% | 0 | 1.2 | 3%
S=c1[nH]nc(C2CCCCC2)n1/N=C/c1ccccc1 | ? | 2% | ? | 3% | -7% | -8% | -4 | 1.3 | -8%
Cc1c(N2C(=O)c3cccc4cccc(c34)C2=O)cnn1C | -5% | -3% | -6% | 2% | -24% | -8% | -6 | 2.3 | 6%
CCOCCCNC(=O)c1ccc(Br)cc1 | -2% | 10% | -12% | -6% | -11% | 9% | 1 | -2.6 | 0%
CO/N=C/CC(=O)Nc1ccc(F)cc1F | -7% | 3% | 12% | -1% | -3% | 0% | nt | -1.4 | -6%
Cc1ccc(NC(=O)CN(C)CC(=O)Nc2ccccc2Oc2ccccc2)cc1 | -1% | -6% | -1% | 2% | ? | 7% | 6 | 1.7 | 19%
COc1ccc(NC(=O)CC2CCCCC2)cc1OC | -8% | 6% | 4% | -4% | 6% | 0% | nt | -1.7 | 12%
O=C(O)C1C2CCC(O2)C1C(=O)NCc1ccc(Cl)cc1 (stereo not given) | -3% | 6% | 16% | -2% | -22% | 7% | -3 | 0.3 | nt
Oc1ccc(Br)cc1/C=N/n1cnc2ccccc21 | -5% | -1% | 6% | 7% | -8% | -2% | nt | 4.0 | 17%
Cc1ccc(NC(=O)Nn2cnnc2)c(C)c1 | -11% | -29% | -7% | -2% | 13% | -7% | 6 | -3.0 | 31%
CCOc1ccc2[nH]c(=O)c(CN(CCN3CCCC3)C(=S)Nc3ccccc3OCC)cc2c1 | -1% | 9% | -6% | -5% | 9% | -1% | -3 | -0.3 | -6%
COc1ccc(-c2nc(N)n(C(=O)c3ccc(C)cc3)n2)cc1 | 8% | 10% | -11% | -5% | -3% | 4% | 14 | 0.3 | nt
CN(C)CCCNC(=O)c1cccc(-c2ccc3nccn3c2)c1 | -18% | 0% | -22% | -12% | 1% | 0% | -11 | -0.4 | -18%
COCCN(C(=O)COC(=O)C(C)(C)Oc1ccc(Cl)cc1)c1c(N)n(Cc2ccccc2)c(=O)[nH]c1=O | 3% | 15% | -14% | -6% | 4% | -6% | -2 | 0.2 | -22%
Cc1cc(C)c(S(=O)(=O)n2c([N+](=O)[O-])cnc2C)c(C)c1 | -1% | 4% | -1% | 3% | -8% | 2% | -7 | -0.6 | -3%
CCN1CCN(S(=O)(=O)c2ccc(Cl)c(C(=O)N(C)Cc3ccc(F)cc3)c2)CC1 | -3% | -16% | -5% | 40% | -12% | -5% | 5 | 0.1 | 14%
CSc1ccc(C(=O)C2CCCN(Cc3ccc(N4CCNC4=O)cc3)C2)cc1 (stereo not given) | -19% | -4% | 4% | 6% | 1% | 3% | 3 | 0.0 | 13%
